# Assay outcomes: PubChem BioAssay, The Scripps Research Institute Molecular Screening Center
# phage Ecoli inh: growth loss of phage-infected E. coli, primary screen, RecBCD inhibitor project, absorbance, with phage, HTS; inhibition, % at 11.9 µM; hit rate 0.26% among 360,000; in the data active = inhibition above about 11%
# An asterisk follows results filed as active. Some of the compounds tested; rates above refer to the full screens.
phage Ecoli inh | structure
2.5 | COC(=O)c1ccc(CNc2ccc(C(C)=O)cc2)cc1
0.5 | CCCCCCn1cc(CN(C)C2CN(Cc3cn(CCCCCC)nn3)S(=O)(=O)C2)nn1 (stereo unspecified)
1.0 | O=C(C1=NOC2(C1)C(=O)N(Cc1ccccc1)c1ccccc12)N1CCOCC1 (stereo unspecified)
1.8 | CCOC(=O)Cc1c(-c2cccc(Cl)c2)nc2c3ccccc3ccn12
0.5 | CCc1nc2ccc(C(=O)NCc3ccc4c(c3)OCO4)cn2c1N(CCC(C)C)CCN(C)C
3.4 | COCCNC(=O)C1CCCN(C(=O)c2ccc3ccccc3n2)CC1 (stereo unspecified)
1.9 | Cc1nc2c(OCc3ccc(C#N)cc3)cccn2c1N(C)C(=O)CCC1CCCC1
0.6 | Cc1nc(C(F)(F)F)ccc1C(=O)N1CCC1(C)C(=O)NS(=O)(=O)c1ccccc1Cl (stereo unspecified)
0.9 | CN(C)c1ccc(CNC(=O)CC[C@H]2O[C@@H](n3cnc4c(NC(=O)c5ccccc5)ncnc43)[C@H](O)[C@@H]2O)cc1
-0.3 | Cc1ccc(NC(=O)C2c3ccccc3-c3ccccc32)cc1
3.9 | COc1ccccc1Cc1c(-c2ccc(F)cc2)nc2c3ccccc3ccn12
3.2 | Clc1ccc2nc(C3CCCCC3)c(Cc3ccccc3)n2c1
2.9 | COCCNC(=O)C1CCCN(Cc2cccc(C(F)(F)F)c2)CC1 (stereo unspecified)
-0.4 | O=C(NCc1ccccc1)c1cc(C2CCCN(S(=O)(=O)c3ccccc3)C2)on1 (stereo unspecified)
0.2 | CCOc1cc(OCC)cc(C(=O)N2CCC[C@H]2C(=O)N2CCC[C@H]2C(=O)NCc2ccc(F)cc2F)c1
3.3 | COc1ccc(C(=O)N2CCC[C@@H]2C(=O)N2CCC[C@@H]2C(=O)NCc2ccccc2)cc1F
0.5 | Cc1ccc(OCCN2CCC2(C)C(=O)Nc2ccc3c(c2)OCCO3)cc1 (stereo unspecified)
3.0 | COc1ccc(-c2ccc(C(=O)Nc3ccc(C(C)C)cc3)c3occc23)c(C)c1
2.1 | CCCCNc1c(CC(C)C)nc2nc(C)cc(C)n12
0.8 | CCNC(=O)Nc1ccc2c(c1)c(=O)n(C)n2CC=C(C)C
0.2 | COc1ccc(S(=O)(=O)NCc2ccc(C(=O)NCCN(C)Cc3ccccc3)cc2)cc1
3.2 | COc1cc(OC)cc(OC)c1
0.4 | CC(=O)C1=CCC(c2cccc(Cl)c2)N(S(=O)(=O)c2ccc(C)cc2)C1 (stereo unspecified)
1.3 | C[C@]12Cc3ccccc3C1CC1=N[C@@H](C3CCCCC3)O[C@@]13C[C@@H]2C(=O)N3C1CCN(Cc2ccccc2)CC1 (stereo partly specified)
2.4 | COC(=O)[C@@]12C[C@@H](CC(=O)NCc3ccc(C)o3)C(=O)N(Cc3ccco3)C1=CCC(C)(C)C2
1.4 | COc1ccc(NC(=S)N2CCN(c3ccc4c(c3)C3CCN(C(=O)OCc5ccccc5)C4C3)CC2)c(OC)c1 (stereo unspecified)
3.1 | CC1(C(=O)NS(=O)(=O)c2ccc(Cl)cc2)CCN1C(=O)CCC1CCCC1 (stereo unspecified)
2.2 | CC[C@H](NC(=O)[C@H]1O[C@@H](n2cnc3c(=O)[nH]c(N)nc32)[C@H](O)[C@@H]1O)c1ccccc1
3.7 | CC1(C(=O)Nc2cccc3c2CCCC3)CCN1C(=O)c1cccc(F)c1 (stereo unspecified)
0.7 | CCCCNC(=O)c1nc(-c2cc3ccccc3[nH]2)oc1-c1ccccc1
3.3 | CCOC(=O)[C@]12CCCC=C1N(CCc1ccc(OC)c(OC)c1)C(=O)[C@H](CC(=O)NCCCCc1ccccc1)C2
4.2 | NC(CO)c1csc(Nc2ccc(C(F)(F)F)cn2)n1 (stereo unspecified)
-1.4 | CCc1nc2c(OCc3ccc(C(F)(F)F)cc3)cccn2c1N(C)C(=O)c1ccco1
0.7 | COc1ccc2c(c1)CO[C@]21O[C@H](CCO)C[C@H](O)[C@H]1O
-3.8 | O=C(NC1CCCC1)C(c1ccccc1)n1c(-c2cccs2)nc2ccccc21 (stereo unspecified)
0.2 | C[C@H]1CN([C@@H](C)CO)C(=O)CCCn2nncc2CO[C@@H]1CN(C)Cc1ccc2cccnc2c1
0.9 | CC1(C(=O)NC2CCCC2)CCN1C(=O)Cc1ccc(-c2ccccc2)cc1 (stereo unspecified)
0.8 | O=C(C(=O)N1CCC(CNS(=O)(=O)c2ccc(F)cc2)CC1)c1cc2ccccc2o1
0.5 | CC(C)(C)OC(=O)N1CCC[C@@H]1C(=O)N1CCC[C@@H]1C(=O)NCc1ccccc1
5.2 | C/C=C1\NC(=O)[C@H](C)NC(=O)[C@@H](NC(=O)[C@@H](Cc2ccc(O)cc2)NC(=O)[C@@H](NC(=O)/C(C)=C/C)C(C)C)[C@@H](C)OC(=O)[C@H](CCCCc2ccc(O)cc2)NC(=O)[C@@H](CCC(=O)OC)NC1=O
2.6 | CC1(C(=O)Nc2ccc(Cl)c(C(F)(F)F)c2)Cc2c(-c3ccc(C(N)=O)cc3)ccnc2O1 (stereo unspecified)
1.8 | CS(=O)(=O)c1ccc(C(=O)OCC(=O)N2CCN(CCC3CCCCC3)CC2)cc1[N+](=O)[O-]
2.9 | C[C@H](CO)N1C[C@H](C)[C@@H](CN(C)C(=O)Nc2ccc(F)cc2)OCc2cn(nn2)CCCC1=O
5.5 | Cc1ccc(NC(=O)N2c3ccccc3SC2c2ccco2)c(C)c1 (stereo unspecified)
1.4 | CCCCNC(=O)C1c2ccccc2OCC(=O)N1Cc1cccnc1 (stereo unspecified)
1.9 | CC(=O)c1cccc(-c2ccnc3c2CC(C(=O)Nc2ccc4c(c2)OCO4)O3)c1 (stereo unspecified)
1.7 | CCOC(=O)[C@]12CCC=C1N(Cc1ccc(Cl)cc1Cl)C(=O)[C@H](CC(=O)NCCC(C)C)C2
1.4 | CC1(C(=O)Nc2cccc3ccccc23)CCN1C(=O)Cc1ccc(Cl)cc1Cl (stereo unspecified)
1.2 | O=C(Nc1ccccc1Cl)c1cc(C2CCCN(C(=O)C3CCCCC3)C2)on1 (stereo unspecified)
1.9 | CCc1nc2ccc(C(=O)NCCCN3CCCC3=O)cn2c1N(C)C(=O)Nc1ccccc1OC

# (more compounds)
phage Ecoli inh | structure
-2.3 | CC(=O)N1CCC(C(=O)N2c3ccccc3N=C(c3ccc4c(c3)OCO4)C2C(=O)NCc2ccccc2)CC1 (stereo unspecified)
2.0 | COc1ccc(CCN2C(=O)c3ccccc3C2c2nnnn2-c2c(C)cccc2C)cc1OC (stereo unspecified)
3.9 | CCCNC(=O)c1cc2c(c(-c3cccc(-c4ccc(F)cc4)c3)n1)[C@@H](CCO)N(S(=O)C(C)(C)C)C2 (stereo partly specified)
-0.9 | CCOC(=O)[C@]12CCC=C1N(Cc1cccc3ccccc13)C(=O)[C@H](CC(=O)NCc1ccc(C)o1)C2
3.0 | COc1ccc(C(O)c2ncc(-c3ccccc3Cl)[nH]2)cc1 (stereo unspecified)
2.0 | C=CCCC1CN(Cc2ccc(OC)cc2)S(=O)(=O)c2c(cccc2N2CCCC2)O1 (stereo unspecified)
-0.6 | CCOC(=O)C1=CCN(S(=O)(=O)c2ccc(C)cc2)C1c1ccccc1F (stereo unspecified)
3.7 | CC(=O)Nc1ccc(-c2ccnc3c2CC(C)(C(=O)Nc2ccc(Cl)cc2)O3)cc1 (stereo unspecified)
-1.2 | CC(c1nc2ccccc2n1Cc1ccccc1)n1c(-c2cnccn2)nc2ccccc21 (stereo unspecified)
4.2 | CC1(C(=O)NS(=O)(=O)Cc2cccc(Cl)c2)CCN1C(=O)CCc1ccccc1 (stereo unspecified)
6.6 | COc1cccc(-c2cnc3c(NC(C)=O)cc(-c4ccsc4)cn23)c1
0.5 | O=C(NCc1cc(Cl)cc(Cl)c1)c1ccc2nc([C@@H]3O[C@H](CO)[C@@H](O)[C@H]3O)[nH]c2c1
1.2 | COc1ccc(N2C(=O)c3ccccc3NC(=O)C2C(=O)NCCc2ccccc2F)cc1 (stereo unspecified)
-0.1 | CCOC(=O)[C@]12CCCC=C1N(Cc1ccc3c(c1)OCO3)C(=O)[C@H](CC(=O)N1CCN(C(=O)c3ccco3)CC1)C2
3.4 | COc1cccc(C=C2SC(=S)N(Cc3ccco3)C2=O)c1OC
1.6 | COc1cc(NCC2COc3c(ccc(OC)c3OC)C2=O)c([N+](=O)[O-])cc1OC (stereo unspecified)
1.6 | O=C(Nc1cccc(C(F)(F)F)c1)Nc1nnc([C@H]2C[C@H](O)[C@@H](CO)O2)s1
2.6 | CCc1nc2ccc(C(=O)N(CC)CCN(C)C)cn2c1N(C)CCCc1ccccc1
1.8 | COc1cc(C(O)c2nc(-c3ccccc3)cs2)ccc1F (stereo unspecified)
0.6 | COCCN1C(=O)CSCC1(C)C(=O)NC(C)C (stereo unspecified)

# Given with tabs: entries from further up.
SMILES	phage Ecoli inh
COc1cccc(C=C2SC(=S)N(Cc3ccco3)C2=O)c1OC	3.4
COc1cc(NCC2COc3c(ccc(OC)c3OC)C2=O)c([N+](=O)[O-])cc1OC (stereo unspecified)	1.6

# Further structures:
phage Ecoli inh | structure
-2.2 | NC(Cc1ccc(Cl)cc1)c1csc(Nc2nccc(C(F)(F)F)n2)n1 (stereo unspecified)
-1.2 | Clc1ccccc1Nc1nc(NCC2CC2)nc2ccsc12
-1.1 | CCOC(=O)[C@]12CCC=C1N(CCC1=CCCCC1)C(=O)[C@H](CC(=O)N1CCSCC1)C2
0.6 | Clc1cccc(-c2nc3ccc(Cl)cn3c2Cc2ccccc2)c1
2.8 | CC(=O)C1=C(C)N(Cc2ccc(Br)cc2)C(=S)NC1c1ccc(F)cc1 (stereo unspecified)
7.9 | FC(F)(F)Oc1ccccc1C(c1nnnn1-c1ccc2c(c1)OCCO2)N1CCN(C/C=C/c2ccccc2)CC1 (stereo unspecified)
0.8 | O=C(NC1CCCC1)C(C1CC1)n1c(C2CC2)nc2ccccc21 (stereo unspecified)
1.9 | CC1(C(=O)NS(=O)(=O)c2cccs2)CCN1C(=O)C1(c2ccc(Cl)cc2)CC1 (stereo unspecified)
1.1 | CC1(C(=O)NCC2CC2)CCN1C(=O)C/C=C/c1ccccc1 (stereo unspecified)
2.1 | CCCCn1c(O)c2n(c1=O)Cc1ccccc1N=C2c1ccccc1

# Two entries from above, in CSV form.
Structure,phage Ecoli inh
Clc1ccccc1Nc1nc(NCC2CC2)nc2ccsc12,-1.2
CCOC(=O)[C@]12CCC=C1N(CCC1=CCCCC1)C(=O)[C@H](CC(=O)N1CCSCC1)C2,-1.1

# The results go on:
phage Ecoli inh | structure
-0.3 | COC1=CC(=O)OC(c2ccccc2C(F)(F)F)C1 (stereo unspecified)
1.7 | C#Cc1ccc(NC(=O)C2(C)CCN2C(=O)CC(c2ccccc2)c2ccccc2)cc1 (stereo unspecified)
-0.6 | CN(C)c1ccc(CN2CCC(C(=O)NC(c3ccc(F)cc3)c3ccc4ccccc4n3)CC2)cc1 (stereo unspecified)
-0.1 | COc1ccc(OC)c(NC(=O)Nc2nc(C(N)C(C)C)cs2)c1 (stereo unspecified)
2.6 | CC1(C(=O)NS(=O)(=O)c2ccccc2OC(F)(F)F)CCN1C(=O)c1ccccc1 (stereo unspecified)
-1.8 | N#CCCN(Cc1ccccc1)C(CCc1ccccc1)C(=O)NC1CCCCC1 (stereo unspecified)
-0.2 | O=S1(=O)CC(N2CCC(Cc3ccccc3)CC2)CN1Cc1ccc(F)cc1 (stereo unspecified)
5.0 | CCCS(=O)(=O)NC(=O)C1(C)CCCN(C(=O)c2sccc2C)C1 (stereo unspecified)
3.6 | COC(=O)C1=CN(c2ccc(F)cc2)C(N)=C(C#N)C1c1ccccc1 (stereo unspecified)
2.6 | CC1(C(=O)NCc2ccccc2Br)CCN1Cc1ccc(-c2ccccc2)o1 (stereo unspecified)
-0.5 | CCCCOc1ccc(S(=O)(=O)NC(=O)C2(C)CCN2C(=O)c2c(C)noc2C)cc1 (stereo unspecified)
1.5 | O=C1NC[C@@H](CCCCN2C[C@H](Cc3ccccc3)N(CC3CCCCC3)C(=O)C2=O)N(Cc2ccccc2)C1=O
3.3 | CCCCN(C=O)c1c(CC)nc2c(OCc3ccc(Cl)cc3Cl)cccn12
2.3 | O=C(Nc1ccc(N2CCOCC2)cc1)c1csc([C@@H]2C[C@H](O)[C@@H](CO)O2)n1

# Grouped by structure, the entries above containing an aryl methoxy group.
phage Ecoli inh | structure
3.9 | COc1ccccc1Cc1c(-c2ccc(F)cc2)nc2c3ccccc3ccn12
3.3 | COc1ccc(C(=O)N2CCC[C@@H]2C(=O)N2CCC[C@@H]2C(=O)NCc2ccccc2)cc1F
3.0 | COc1ccc(-c2ccc(C(=O)Nc3ccc(C(C)C)cc3)c3occc23)c(C)c1
0.2 | COc1ccc(S(=O)(=O)NCc2ccc(C(=O)NCCN(C)Cc3ccccc3)cc2)cc1
3.2 | COc1cc(OC)cc(OC)c1
1.4 | COc1ccc(NC(=S)N2CCN(c3ccc4c(c3)C3CCN(C(=O)OCc5ccccc5)C4C3)CC2)c(OC)c1 (stereo unspecified)
3.3 | CCOC(=O)[C@]12CCCC=C1N(CCc1ccc(OC)c(OC)c1)C(=O)[C@H](CC(=O)NCCCCc1ccccc1)C2
0.7 | COc1ccc2c(c1)CO[C@]21O[C@H](CCO)C[C@H](O)[C@H]1O
1.9 | CCc1nc2ccc(C(=O)NCCCN3CCCC3=O)cn2c1N(C)C(=O)Nc1ccccc1OC
2.0 | COc1ccc(CCN2C(=O)c3ccccc3C2c2nnnn2-c2c(C)cccc2C)cc1OC (stereo unspecified)
3.0 | COc1ccc(C(O)c2ncc(-c3ccccc3Cl)[nH]2)cc1 (stereo unspecified)
2.0 | C=CCCC1CN(Cc2ccc(OC)cc2)S(=O)(=O)c2c(cccc2N2CCCC2)O1 (stereo unspecified)
6.6 | COc1cccc(-c2cnc3c(NC(C)=O)cc(-c4ccsc4)cn23)c1
1.2 | COc1ccc(N2C(=O)c3ccccc3NC(=O)C2C(=O)NCCc2ccccc2F)cc1 (stereo unspecified)
3.4 | COc1cccc(C=C2SC(=S)N(Cc3ccco3)C2=O)c1OC
1.6 | COc1cc(NCC2COc3c(ccc(OC)c3OC)C2=O)c([N+](=O)[O-])cc1OC (stereo unspecified)
1.8 | COc1cc(C(O)c2nc(-c3ccccc3)cs2)ccc1F (stereo unspecified)
-0.1 | COc1ccc(OC)c(NC(=O)Nc2nc(C(N)C(C)C)cs2)c1 (stereo unspecified)
